# Screening data (PubChem)
# influenza NS1A: H1N1 influenza NS1A inhibitors, functional cell based assay (AID 504329). NS1A functional cell-based assay, percent inhibition; higher % means a stronger effect. inhibition, % at 12.5 µM, or IC50 in µM where a hit was titrated. actives 0.3% (n = 340,000); in the data active = a potency from the dose series; inconclusive = inhibition above about 27% without an active follow-up result; also: strong numbers were not always called active
# tuberculosis growth: growth inhibition of non-replicating M. tuberculosis (AID 488890). one-dose inhibition, % at 25 µM; IC50 in µM for titrated hits. Mycobacterium tuberculosis non-replicating, growth inhibition; higher % means a stronger effect. actives 0.39% (n = 320,000); in the data active = a potency from the dose series; inconclusive = inhibition mostly from about 82% at the one dose, without a potency; inactive = the rest, 99 in 100 with inhibition below about 76%;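 also: plate controls were DMSO cells for no effect and high antibiotic wells for full effect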
# PhoP GFP inhibition: PhoP regulon inhibitors, Salmonella typhi PhoP promoter GFP reporter, confirmatory (AID 1850); actives 0.33% (n = 310,000); inhibition, % at 50 µM, or IC50 in µM where a hit was titrated; Salmonella Typhi PhoP-promoter GFP reporter, fluorescence, 4 h; higher % means a stronger effect; in the data active = a potency from the dose series; inconclusive = inhibition mostly from about 25% at the one dose, without a potency; inactive = the rest, 99 in 100 with inhibition below about 19%;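 also: 0% = induced wells with vehicle and 100% = uninduced wells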
# VEEV TC-83 Vero: inhibitors of VEEV TC-83 cytopathic effect, confirmation, Vero cells (AID 588727); Vero cells, VEEV TC-83 cytopathic effect inhibition; higher % means a stronger effect; inhibition, % at 20 µM; hits with a dose series show IC50 in µM; actives 0.13% (n = 350,000); in the data active = a potency from the dose series; inconclusive = inhibition mostly from about 14% at the one dose, without a potency; inactive = the rest, 99 in 100 with inhibition below about 12%; also: strong numbers were not always called active
# M. tuberculosis HTS: M. tuberculosis growth inhibition, HTS (AID 449762); inhibition, % at 25 µM, or IC50 in µM where a hit was titrated; actives 0.59% (n = 330,000); M. tuberculosis H37Rv growth inhibition, 7H9 media; higher % means a stronger effect; in the data active = a potency from the dose series; inconclusive = inhibition above about 70% without an active follow-up result;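 also: bacterial growth assessed after seven days of incubation; strong numbers were not always called active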
# VEEV TC-83 Vero 10K pilot screen: further read-out of VEEV TC-83 Vero, marked with its call; inhibition, %; measured here: 10K pilot screen inhibition
# Active calls of the source: *; i = inactive; ? = inconclusive; . = no result given.
SMILES,influenza NS1A,tuberculosis growth,PhoP GFP inhibition,VEEV TC-83 Vero,M. tuberculosis HTS,others
CCCCNC(=O)Nc1nc(SCC(=O)OCC)n[nH]1,3%,?,-5%,i,?,VEEV TC-83 Vero 10K pilot screen=0.9
Cc1ccc(-c2cn(-c3ccccc3)c(=S)[nH]2)cc1C,-21%,-12%,-11%,2.4%,7%,
CCOC(=O)C1=C(C)NC(C)=C(C(=O)OCC)C1C(=O)O,-3%,-16%,8%,i,-11%,
CCOC(=O)[C@@H]1[C@H]2COc3cc(OC)ccc3[C@H]2N2C(=O)N(c3ccc(F)cc3)C(=O)[C@]12C,8%,22%,-30%,i,3%,
Cc1nc(SCC(=O)Nc2nnc(C(C)C)s2)n[nH]1,-5%,-3%,11%,i,4%,
C=CCn1cccc(C(=O)Nc2ccc(OC)cc2OC)c1=O,-2%,-11%,1%,5.8%,4%,
COc1ccc(C(=O)Oc2cc(C(=S)N3CCOCC3)ccc2OC)cc1,9%,-6%,38%,1.0%,4%,
O=C1/C(=C/c2ccc([N+](=O)[O-])cc2)Oc2cc(O)ccc21,7%,?,-11%,4.9%,-6%,
Cc1cc(C)nc(SCC(=O)c2cc3ccccc3oc2=O)n1,7%,-8%,5%,5.0%,-6%,
CC(C)(C)C(=O)COC(=O)c1cc(S(=O)(=O)N2CCCCC2)ccc1N1CCOCC1,-21%,-4%,-5%,1.9%,-3%,
CSc1ccc(NC(=O)CSc2nc3[nH]c(=O)cc(O)c3s2)cc1,0%,-1%,.,1.1%,-11%,
O=C(O)Cc1sc(NCc2ccco2)nc1-c1ccccc1,-5%,47%,1%,0.1%,4%,
CC(=O)/C(=N/Nc1ccc([N+](=O)[O-])cc1)N1CCCc2ccccc21,6%,7%,0%,10%,0%,
CN1C(=O)CC(=O)N(C)c2cc(S(=O)(=O)N(C)Cc3ccccc3)ccc21,-3%,33%,1%,3.4%,-5%,
FC(F)(F)c1nc(N2CCCC2)ncc1-c1nnnn1-c1ccc(Cl)cc1,-1%,10%,-10%,5.3%,3%,
CCOC(=O)c1oc2ccccc2c1CN1CCN(C(=O)c2ccccc2)CC1,-1%,29%,-1%,0.9%,1%,
CC(=O)c1c(C)[nH]c(C(=O)CSc2nnc(CN3CCCCCC3=O)n2-c2ccccn2)c1C,-5%,-3%,1%,i,-6%,
S=c1[nH]nc(-c2ccc3ccccc3n2)n1-c1ccc(Cl)cc1,-4%,0%,-3%,0.1%,9%,
Cc1cccc(OCC(=O)NS(=O)(=O)c2ccc(Br)cc2)c1,5%,10%,-11%,i,-5%,
CC(Oc1cc(F)ccc1[N+](=O)[O-])C(=O)N(C)CC(=O)Nc1ccccc1C(F)(F)F (stereo not drawn),9%,1%,2%,3.4%,0%,
Cc1nn(C)c(C(=O)NNC(=S)NCc2ccco2)c1Cl,17%,14%,-7%,1.3%,-8%,
CC1(C)Cc2ccccc2C(=O)N1,3%,-20%,-4%,i,3%,
COc1ccc(/C=C2\SC(c3ccc(C)cc3)=NC2=O)cc1OC,-4%,10%,-90%,i,4%,
COc1ccc(-c2c(C#N)c(N)nc(Sc3ccc(Cl)cc3)c2C#N)cc1,-22%,-8%,2%,i,10%,
CCOC(=O)Nc1ccc2c(c1)N(C(=O)CN1CCN(C)CC1)c1ccccc1CC2,-2%,-8%,6%,0.6%,30%,
O=S(=O)(Nc1ccc(Br)cc1)c1cccc2nonc12,0%,21%,-6%,i,-2%,
Cc1ccsc1CN(C)C(=O)CN1C(=O)NC(c2ccccc2)(c2ccccc2)C1=O,-15%,36%,.,7.2%,-8%,
COc1cccc(C(=O)c2cc3cc(Cl)ccc3[nH]2)c1,-8%,-3%,7%,0.4%,2%,
C=CCNC(=S)NNC(=O)Cn1c(-c2ccccc2)cc(=O)n2ncnc12,-22%,-23%,9%,0.0%,1%,
Cc1ccc(N2C(=O)[C@@H]3C(C(=O)C(c4ccccc4)c4ccccc4)=NN[C@@H]3C2=O)cc1,3%,-6%,-1%,0.8%,1%,
CC(c1nccs1)N(C)c1nc2nonc2nc1N(C)C (stereo not drawn),10%,-2%,-17%,0.5%,-2%,
Clc1cccc2c1Sc1ccccc1CC2N1CCNCC1 (stereo not drawn),7%,6µM*,?,i,?,
Cc1nnnn1/C(=C\c1ccccc1)C(=O)OCC(=O)Nc1ccc(Cl)cc1F,-11%,39%,3%,8.7%,40%,
Cc1c(Cl)c([N+](=O)[O-])nn1CC(=O)NCC1CCCO1 (stereo not drawn),-3%,-10%,-1%,2.7%,8%,
Nc1c2c(nc3ccc(Br)cc13)N(c1ccccc1)CC2,1%,34%,-8%,1.0%,5%,
CC1CC(CC(C)C(=O)NC(=S)Nc2ccc(S(N)(=O)=O)cc2)C(=O)O1 (stereo not drawn),.,13%,3%,1.0%,-5%,
CC(NC(=O)Cn1nc(C(=O)O)c2ccccc2c1=O)c1ccccc1 (stereo not drawn),-1%,5%,-6%,7.5%,10%,
COc1ccc2ncc(S(=O)(=O)c3ccccc3)c(N3CCC4(CC3)OCCO4)c2c1,3%,35%,-1%,5.9%,-16%,
O=S(=O)(c1ccccc1Cl)N1CCCC1c1nc(-c2ccccc2Cl)no1 (stereo not drawn),-10%,23%,-4%,1.5%,0%,
O=C(Nc1cccc(S(=O)(=O)Nc2ccc(Cl)cc2)c1)c1ccccn1,9%,2%,.,2.4%,-7%,
CC(=O)N/C(=N/c1nc(C)cc(C)n1)Nc1ccc(C)cc1C,-2%,33%,2%,0.4%,59%,
O=C(COC(=O)c1cccs1)Nc1ccccc1Cl,-18%,68%,8%,1.9%,-3%,
CC(C)(C)n1cnnc1Sc1ccc([N+](=O)[O-])cn1,-20%,-10%,-2%,0.4%,-5%,
O=C(NNC(=O)C(c1ccccc1)c1ccccc1)c1ccccn1,-4%,?,-4%,13%,42%,
O=C(CSc1nc2ccccc2n1CC(=O)NCc1ccccc1)NCc1ccco1,17%,-4%,-3%,i,-6%,VEEV TC-83 Vero 10K pilot screen=0.1
CN(Cc1c(F)cccc1Cl)C(=O)CNC(=O)c1cccs1,13%,-3%,-6%,2.5%,3%,
N#Cc1ccc(OCC(=O)Nc2ccccc2NS(=O)(=O)c2cccs2)cc1,-3%,9%,-25%,i,1%,
O=C(Nc1ccc(OC(F)(F)F)cc1)c1ccc2nccnc2c1,-17%,64%,-4%,3.5%,66%,
Cc1sc2c(c1C)C(c1ccc(C(C)(C)C)cc1)=NCC(=O)N2CC(=O)Nc1nccs1,6%,48%,13%,6.2%,63%,
CCOc1ccc(NC(=O)CSc2nccn2C)cc1,6%,5%,2%,0.6%,-5%,

# (list continues)
SMILES,influenza NS1A,tuberculosis growth,PhoP GFP inhibition,VEEV TC-83 Vero,M. tuberculosis HTS,others
CC(=O)C1=C(O)C(=O)N(Cc2ccco2)C1c1ccccc1F (stereo not drawn),10%,-2%,23%,1.6%,-1%,
COC(=O)C1=C(C(=O)OC)[C@@H]2N(C)c3ccc(OC)cc3[C@@]23C[C@@H](C(=O)OC)N(C(=O)c2ccc(Br)cc2)C3=N1,18%,12%,8%,i,-2%,
CCCc1ccc(S(=O)(=O)NCC2CCCN2CC)cc1 (stereo not drawn),-4%,12%,13%,0.4%,4%,
O=c1[nH]c(=O)n(-c2ccccc2)c2c1C(C(F)(F)F)(C(F)(F)F)N=C(C1CCCCC1)N2,-4%,-6%,-5%,2.2%,-10%,
CCOC(=O)N1CCN(C(=O)CCNS(=O)(=O)c2ccccc2)CC1,-7%,0%,-6%,1.4%,-14%,
CC1CC(C)(C)NC(=S)N1CCCC(=O)Nc1ccc(F)cc1 (stereo not drawn),0%,-6%,-19%,1.5%,-4%,
CCC(CC)NC(=O)CN1CCN(S(=O)(=O)c2ccc(Br)s2)CC1,-3%,.,.,2.5%,.,
CN1C(=O)C(C)(C)c2cc(S(=O)(=O)N3CCCC(C(=O)NCc4ccccc4Cl)C3)ccc21 (stereo not drawn),9%,8%,.,6.0%,-15%,
O=C1CSC(=S)N1/N=C/c1ccc(O)c([N+](=O)[O-])c1,17%,.,.,1.9%,.,VEEV TC-83 Vero 10K pilot screen=0.8
O=c1oc2ccccc2c(N2CCCCC2)c1CN1CCCC1,5%,50%,-8%,2.7%,0%,
O=c1cc(C(F)(F)F)[nH]c2ccc(C(F)(F)F)cc12,8%,?,15%,i,-5%,
CCOC(=O)COc1cccc2c(=O)n(CC(=O)N3CCC(C)CC3)ccc12,-2%,-6%,-5%,1.5%,2%,VEEV TC-83 Vero 10K pilot screen=0.0
CCN(CC)CCN1C(=O)C(=O)/C(=C(/O)c2ccc(F)cc2)C1c1ccncc1 (stereo not drawn),0%,-4%,-7%,i,-5%,
COc1cccc(N2CCN(CC(=O)NCc3ccccc3)CC2)c1,-33%,9%,-6%,i,-2%,
CCC(=O)Nc1ccc(NC(=O)CSc2nc3c(c(=O)n(C)c(=O)n3C)n2CC)cc1,14%,48%,-1%,1.8%,8%,
CCOC(=O)COc1nc(C)cc(C(F)(F)F)c1C#N,.,-14%,-5%,0.0%,-1%,
COc1ccc(C(=O)N/N=C/c2cccnc2)cc1,-6%,-13%,24%,0.4%,0%,
O=C(OCC(=O)N1CCCCC1)c1ccc(OC(F)(F)F)cc1,3%,57%,.,i,16%,
O=C(c1cccc(C(F)(F)F)c1)N1CCN(c2cc(=O)[nH]nc2-c2ccccc2)CC1,4%,13%,-7%,0.2%,-2%,VEEV TC-83 Vero 10K pilot screen=0.8
Cc1ccc(N2CC(C(=O)OCc3ccccc3)CC2=O)cc1 (stereo not drawn),5%,?,5%,0.2%,?,

# Reprinted from the part before: 4 compounds, followed by the next part.
SMILES,influenza NS1A,tuberculosis growth,PhoP GFP inhibition,VEEV TC-83 Vero,M. tuberculosis HTS,others
COc1ccc(C(=O)N/N=C/c2cccnc2)cc1,-6%,-13%,24%,0.4%,0%,
O=C(OCC(=O)N1CCCCC1)c1ccc(OC(F)(F)F)cc1,3%,57%,.,i,16%,
O=C(c1cccc(C(F)(F)F)c1)N1CCN(c2cc(=O)[nH]nc2-c2ccccc2)CC1,4%,13%,-7%,0.2%,-2%,VEEV TC-83 Vero 10K pilot screen=0.8
Cc1ccc(N2CC(C(=O)OCc3ccccc3)CC2=O)cc1 (stereo not drawn),5%,?,5%,0.2%,?,
CCn1cc(-c2nnnn2-c2ccc(Cl)cc2)c(=O)c2ccccc21,-1%,-9%,6%,0.5%,-9%,VEEV TC-83 Vero 10K pilot screen=0.0
O=C(CN1CCN(Cc2ccccc2)CC1)Nc1cccc(Cl)c1,-7%,31%,-5%,2.3%,-6%,
COc1ccc(C)c2sc(=NC(=O)c3ccc(C(C)=O)cc3)n(C)c12,-11%,-7%,2%,4.2%,12%,
CC(C)C(=O)NNC(=O)c1c(O)c2ccccc2[nH]c1=O,-7%,31%,-14%,1.0%,-4%,
COc1ccc(NC(=O)CC2C(=O)OCC3CCCCN32)cc1Cl (stereo not drawn),-3%,-35%,1%,0.4%,24%,
CCC(CC)NC(=O)C1CCN(c2ccc(S(=O)(=O)N3CCOCC3)cc2[N+](=O)[O-])CC1,-19%,3%,.,1.1%,-10%,
O=C(CCc1nc2ccccc2c(=O)[nH]1)Nc1cc(C(F)(F)F)ccc1N1CCCC1,1%,1%,.,i,-5%,
COc1cccc(CC2(CO)CCN(Cc3ccc4cccc(F)c4n3)CC2)c1,-4%,13%,-7%,1.3%,38%,
COc1ccc(CCNC(=O)c2ccc(Cl)c(S(=O)(=O)N(C)c3ccccc3)c2)cc1,-7%,13%,-6%,1.6%,1%,VEEV TC-83 Vero 10K pilot screen=6.3
Cc1ccc(N(C(=O)C(F)(F)F)C(C(=O)NC2CCCCC2)c2cccs2)cc1C (stereo not drawn),0%,7%,7%,1.0%,13%,

# As a short view, part of the list above:
SMILES,influenza NS1A,tuberculosis growth,PhoP GFP inhibition,VEEV TC-83 Vero,M. tuberculosis HTS,others
CCn1cc(-c2nnnn2-c2ccc(Cl)cc2)c(=O)c2ccccc21,-1%,-9%,6%,0.5%,-9%,VEEV TC-83 Vero 10K pilot screen=0.0
O=C(CN1CCN(Cc2ccccc2)CC1)Nc1cccc(Cl)c1,-7%,31%,-5%,2.3%,-6%,

# (listing goes on)
SMILES,influenza NS1A,tuberculosis growth,PhoP GFP inhibition,VEEV TC-83 Vero,M. tuberculosis HTS,others
COc1ccc(S(=O)(=O)N2CCN(CCO)CC2)cc1-c1nnc2c3ccccc3c(C)nn12,29%,-19%,-13%,i,-3%,
COc1ccc(Nc2ccc(S(=O)(=O)N3CCCCC3)cc2[N+](=O)[O-])cc1Cl,21%,15%,5%,i,36%,VEEV TC-83 Vero 10K pilot screen=0.2
CCOC(=O)[C@]12Cc3cc(C)ccc3[C@H]1N(Cc1ccccc1)C(=O)c1ccccc12,-3%,.,.,8.8%,.,
Cc1ccc(C(=O)COC(=O)CNC(=O)c2ccc(Br)o2)cc1[N+](=O)[O-],-3%,-19%,3%,i,-6%,
